All columns: NCI-60 one-dose screen, growth in % after 48 h at 10 µM unless noted; 100 = growth as untreated, 0 = no growth, -100 = all killed.
SN12C = SN12C renal cancer cells; hit rate 3.8% among 81,000; AID 1794767
CAKI-1 = CAKI-1 renal cancer. hit rate 4.7% among 75,000
A498 = A498 renal cancer cells; hit rate 5.4% among 76,000
786-0 = 786-0 renal cancer cells | hit rate 5.1% among 81,000
UO-31 = UO-31 renal cancer; hit rate 5.2% among 81,000
TK-10 = TK-10 renal cancer cells; hit rate 3.9% among 81,000; AID 1794769
ACHN = ACHN renal cancer. hit rate 4.9% among 81,000
RXF 393 = RXF 393 renal cancer cells. hit rate 6.9% among 77,000. AID 1794773
* = called active by the depositor; . = not tested or not shown; & = joins results of further samples. Rule for the calls: active = growth percent below 10; inactive = the rest. Hits appear at their usual frequency; about 10% have a hit in one of these screens.

SMILES | SN12C | CAKI-1 | A498 | 786-0 | UO-31 | TK-10 | ACHN | RXF 393
CCC(/C=C\C(C)=O)CC | 98 | 100 | 90 | 101 | 92 | 102 | 102 | 98
Clc1ccc(-c2cc(-c3cn(-c4ccccc4)nc3-c3ccc(OCc4ccccc4)cc3)on2)cc1 | 95 | 94 | 101 | 100 | 80 | 104 | 95 | 97
CC(O)C(=O)NCc1ccccc1 (configuration not stated) | 104 | 88 | 103 | . | 90 | 109 | 101 | 101
COc1cc(CNC(=O)c2ccsc2Nc2ccnc(C(F)(F)F)c2)ccc1O | 95 | 96 | 93 | 98 | 83 | 100 | 98 | 106
CC(C)(C)OC(=O)NC(C)(C)C(=O)NCCC(=O)O | 102 | 94 | 84 | 104 | 84 | 92 | 107 | 110
CCC(=CCC1=C(O)c2ccccc2C(=O)C1=O)CC | 73 | 37 | 83 | 72 | 85 | 75 | 60 | 102
CCc1ccc(NC2CC(=O)N(CCc3ccccc3)C2=O)cc1 (configuration not stated) | 95 | 90 | 99 | 99 | 86 | 102 | 103 | 99
O=C(O)CC(C(=O)O)N1C(=O)CSC1=S (configuration not stated) | 95 | 84 | 90 | 104 | 97 | 94 | 101 | 107
COc1ccc(/C=N/NC(=O)c2cnn3c2NC(c2ccccc2)C3)cc1OC (configuration not stated) | 82 | 56 | . | 76 | 79 | 76 | 83 | 78
O=C(NNc1cnccn1)c1nc2cc(F)ccc2n2cccc12 | 13 | 7.1* | -42* | 29 | 16 | 41 | 7.6* | 9.5*
CCn1c2c(c3ccccc31)CC1CN(c3ccc(C)cc3)C(=O)C1C2C(=O)O (configuration not stated) | 95 | 93 | 104 | . | 89 | 119 | 105 | 106
CCC(C(=O)C(C)CN(C)C)(c1ccccc1)c1ccccc1 (configuration not stated) | 95 | 81 | 97 | 93 | 80 | 80 | 95 | 81
CC1=Nc2ccccc2C(=O)OC2(C)c3c(C)nn(-c4ccccc4)c3N(C)C(=O)c3ccccc3N12 (configuration not stated) | 100 | 102 | 112 | 112 | 92 | . | 112 | 116
c1ccc(-c2n(Cc3ccc4ccccc4n3)cc[n+]2Cc2ccc3ccccc3c2)cc1 | 4.4* | . | -2.7* | 26 | 55 | -0.7* | 64 | -8.1*
O=C1NC(=O)/C(=C\c2ccccc2)C2=C1CCCC2 | -65* | 7.3* | 101 | 62 | -47* | 0.7* | 16 | 13

Fetched by compound from the entries so far, three records:
SMILES | SN12C | CAKI-1 | A498 | 786-0 | UO-31 | TK-10 | ACHN | RXF 393
CCC(/C=C\C(C)=O)CC | 98 | 100 | 90 | 101 | 92 | 102 | 102 | 98
CC(O)C(=O)NCc1ccccc1 (configuration not stated) | 104 | 88 | 103 | . | 90 | 109 | 101 | 101
COc1cc(CNC(=O)c2ccsc2Nc2ccnc(C(F)(F)F)c2)ccc1O | 95 | 96 | 93 | 98 | 83 | 100 | 98 | 106

(cont.)
SMILES | SN12C | CAKI-1 | A498 | 786-0 | UO-31 | TK-10 | ACHN | RXF 393
Cn1cnc([N+](=O)[O-])c1Sc1ncn[nH]1 | 101 | 68 | 117 | 102 | 83 | 106 | 110 | 26
COc1ccc(-c2ccc(NNC(=O)c3ccccc3)nn2)cc1OC | 96 | 88 | 79 | 94 | 84 | 114 | 93 | 101
CC(C)C(=O)OCCN(C)CCc1ccccc1 | 116 | . | . | 105 | 93 | 91 | 108 | 118
O=C(O)c1cn(C2CC2)c2cc(N3CCN(CCN4C(=O)c5ccccc5C4=O)CC3)c(F)cc2c1=O | 101 | 99 | 111 | 105 | 63 | 99 | 99 | 112
N#Cc1cc([N+](=O)[O-])ccc1N/C(N)=N/c1nc2ccccc2s1 | 90 | 88 | 90 | 99 | 96 | 130 | 96 | 103
CCN1CCCC1CNC(=O)c1ncc(-c2ccc(C(F)(F)F)cc2)c(NC2CCCCCC2)n1 (configuration not stated) | 87 | 83 | 58 | 85 | 45 | 74 | 94 | 74
Cc1nc2ccccc2c(/C=C/c2ccc(Cl)cc2)c1C(=O)/C=C/c1ccccc1 | 21 | 4.0* | 44 | 7.3* | -38* | 18 | 5.9* | -42*
Cc1ccc(-c2cc(-c3ccc(Cl)cc3)nc(NC(=O)c3cccnc3)n2)cc1 | 103 | 94 | 111 | 102 | 79 | 115 | 103 | 94
O=C(NNC(=S)Nc1ccc([N+](=O)[O-])cc1)c1ccc(NC(=O)c2ccccn2)cc1 | 91 | 97 | 80 | 96 | 82 | 112 | 106 | 97
CCC1(c2ccccc2)C(=O)Nc2ccccc21 (configuration not stated) | 105 | 95 | 101 | 100 | 100 | 93 | 107 | 108
Cc1cc(Cl)nc(NCc2cc(Nc3ccnc4cc(Cl)ccc34)ccc2F)n1 | 53 | 75 | 63 | 76 | 44 | 67 | 76 | 61
COc1ccc(-n2c(-c3sc(NC(C)=O)nc3C)n[nH]c2=S)cc1 | 100 | 72 | . | 105 | 70 | 124 | 96 | 112
O=C1CC2(O)CSc3nc(=O)cc(n32)N1 (configuration not stated) | 97 | 93 | 104 | 100 | 83 | 106 | 101 | 110
OCCNc1nc(Nc2ccc(C3=NN(c4cc(Cl)cc(Cl)c4)C(c4ccc(F)cc4)C3)cc2)nc(N2CCOCC2)n1 (configuration not stated) | 79 | 73 | 87 | 33 | 71 | 108 | 64 | 50
C=CCN1C(=O)/C(=C/c2cccc(C(F)(F)F)c2)SC1=Nc1ccc(Cl)c(Cl)c1 | 94 | 88 | 92 | 97 | 83 | 94 | 97 | 104
COc1ccc(-c2nnc(NC(=O)Nc3ccc(S(N)(=O)=O)cc3)s2)cc1 | 103 | 93 | 83 | 99 | 85 | 115 | 105 | 105
COc1cc2c(c(OC)c1OC)C(=O)CC(c1cccc(NC(=O)[C@@H](N)CC(C)C)c1)O2 (some centres not stated) | 84 | 81 | 89 | 96 | 78 | 115 | 103 | 101
CC(C)CCC[C@@H](C)[C@H]1CC[C@H]2[C@@H]3CC[C@H]4Cc5nc(N)sc5C[C@]4(C)[C@H]3CC[C@]12C | 99 | . | 96 | 100 | 87 | 102 | 104 | 121
CCCCCc1cc(O)cc2c1Oc1cc(O)cc(C(=O)CCCC)c1C(=O)O2 | . | 90 | 88 | 75 | 78 | 79 | 80 | 88
CCCCN(CCCC)S(=O)(=O)c1ccc(NC(=O)c2ccco2)cc1 | 94 | 89 | 45 | 91 | 86 | 90 | 99 | 95
Oc1cncc(-c2ccc3ncnc(N4CCc5cc(F)c(Cl)cc54)c3c2)c1 | 44 | 41 | -1.4* | 35 | 36 | 79 | 46 | 46
O=C1NN(C(=O)c2ccc(O)cc2)C(c2ccccc2)=N/C1=C\c1cn(-c2ccccc2)nc1-c1ccccc1 | 89 | 99 | 89 | 94 | 79 | 85 | 88 | 107
CCC(C)(c1ccc(O)c(C)c1)c1ccc(O)c(C)c1 | 85 | 62 | 110 | 64 | 76 | 249 | 99 | 87
Clc1nc(-c2ccncc2)nc2sc3c(c12)CCCCCC3 | 95 | 105 | 63 | 100 | 86 | . | 100 | .
Cc1c(C(=O)O)nnn1-c1sc2c(c1C(=O)O)CCCC2 | 100 | . | 105 | 105 | 71 | 116 | 101 | .
O=C1C=C(O)c2ccccc2C1=O.[Ag] | 103 | 94 | 93 | 104 | 83 | 157 | 95 | .
O=S(=O)(O)c1cc(O)c2ccc(Nc3ccccc3)cc2c1 | 93&101&102 | 95&95&112 | 110&94&117 | 105&110 | 72&64 | 129&100&97 | 110&96&107 | 126&116&118
CCN(CC)CCC(=O)c1ccccc1 | 84 | 96 | 82 | 92 | 71 | 92 | 104 | 94
COc1ccc(/C=C/C(=O)Oc2cc(C)c3sc(=O)[nH]c3n2)cc1 | 102 | 79 | 89 | 106 | 80 | 129 | 98 | 110
COc1cc(C2C(C(=O)Nc3ccccn3)=C(C)NC(C)=C2C(=O)Nc2ccccn2)cc(CN2CCCCC2)c1O | 103 | 87 | 143 | 97 | 70 | 117 | 101 | 117
COC(=O)/C=C/C(N)=O | 103 | 103 | 108 | 103 | 103 | 110 | 104 | 109
O=S(=O)(NCCNS(=O)(=O)c1ccccc1)c1ccccc1 | 92 | 101 | 71 | 98 | 95 | 111 | 103 | 98
O=C(c1ccc(Cl)cc1)C1[C@H](c2ccc(Cl)cc2)[C@@H](c2ccccc2)NC12C(=O)Nc1ccccc12 (some centres not stated) | 17 | 37 | 74 | 64 | 44 | 79 | 34 | 48
Cc1ccc(-n2cc(-c3ccccc3)c3c(SCC(=O)NN)ncnc32)cc1 | 95 | 87 | 113 | 95 | 70 | 113 | 96 | 115
COc1ccc(NC(=O)C2=C(C)Nc3ncnn3C2c2ccc(C)cc2)cc1 (configuration not stated) | 98 | 94 | 99 | 104 | 90 | 105 | 114 | 113
O=C(N/N=C\c1cc(Br)ccc1O)c1ccncc1 | 46 | 25 | 74 | 18 | 23 | 44 | 27 | 55
COc1ccc(Cc2cc(-c3ccccc3C)n[nH]c2=O)cc1 | 92 | 109 | 87 | 105 | 77 | 116 | 104 | 99
O=C(O)c1ccccc1/C=N/NC(=O)c1cnc2n(c1=O)CCCCC2 | 95 | 97 | . | 97 | 87 | 118 | 99 | 111
COc1cc(/C=C/c2ccnc3ccccc23)cc(OC)c1OC | 31 | 24 | 18 | 40 | 37 | 70 | 55 | 22
COc1ccc(C(=O)C(C#N)c2cc(OC)c(OC)c(OC)c2)cc1 (configuration not stated) | 109 | 129 | . | 98 | 96 | 94 | 104 | 103
COc1cnc2c(c1)C(=O)c1c-2n(CCCNC(C)C)c(=O)c2cc([N+](=O)[O-])ccc12 | -55* | -72* | -85* | -88* | -76* | -64* | -85* | -81*
C=CCOc1ccc2c(c1)CC[C@@H]1[C@@H]2CC[C@@]2(C)[C@H]1CC[C@]2(C)O | 97 | 75 | 90 | 94 | 93 | 57 | 86 | 106
O=C1COCCN1c1ccc(N2C(=O)C(Cl)C2c2cn(Cc3ccc(Cl)cc3)c3ccccc23)cc1 (configuration not stated) | 101 | 77 | 95 | 106 | 68 | 128 | 96 | 110
CC(=O)OCC1OC(OCC2OC(OC(C)=O)C(OC(C)=O)C(OC(C)=O)C2OC(C)=O)C(OC(C)=O)C(OC(C)=O)C1OC(C)=O (configuration not stated) | 95 | 95 | 87 | 103 | 95 | 106 | 95 | 71
CC(C)(CCCCC(C)(C)/C(=N/O)c1ccccc1)/C(=N/O)c1ccccc1 | 100 | 102 | 115 | 98 | 99 | 93 | 96 | 111

5 compounds from above, sorted by count of non-hydrogen atoms, lowest first.
SMILES | SN12C | CAKI-1 | A498 | 786-0 | UO-31 | TK-10 | ACHN | RXF 393
COC(=O)/C=C/C(N)=O | 103 | 103 | 108 | 103 | 103 | 110 | 104 | 109
COc1ccc(Cc2cc(-c3ccccc3C)n[nH]c2=O)cc1 | 92 | 109 | 87 | 105 | 77 | 116 | 104 | 99
COc1ccc(C(=O)C(C#N)c2cc(OC)c(OC)c(OC)c2)cc1 (configuration not stated) | 109 | 129 | . | 98 | 96 | 94 | 104 | 103
CC(C)(CCCCC(C)(C)/C(=N/O)c1ccccc1)/C(=N/O)c1ccccc1 | 100 | 102 | 115 | 98 | 99 | 93 | 96 | 111
O=C1COCCN1c1ccc(N2C(=O)C(Cl)C2c2cn(Cc3ccc(Cl)cc3)c3ccccc23)cc1 (configuration not stated) | 101 | 77 | 95 | 106 | 68 | 128 | 96 | 110

High-throughput results (PubChem)
